# Growth percent in the NCI-60 one-dose screen (48 h, 10 µM unless noted): 100 = growth as untreated, 0 = no growth, -100 = all killed.
# UACC-257: UACC-257 melanoma | actives 4.4% (n = 78,000)
# EKVX: EKVX NSCLC. AID 1794765. actives 3% (n = 71,000)
# UACC-62: UACC-62 melanoma; AID 1794756; actives 5.4% (n = 81,000)
# MALME-3M: MALME-3M melanoma | actives 5.8% (n = 78,000)
# HOP-62: HOP-62 NSCLC | AID 1794735 | actives 3.9% (n = 80,000)
# A549/ATCC: A549/ATCC NSCLC | AID 1794740 | actives 3.7% (n = 81,000)
# HOP-92: HOP-92 NSCLC cells; actives 6.3% (n = 71,000); AID 1794738
# M14: M14 melanoma. actives 6.2% (n = 80,000)
# Active calls of the source: *; x = no result given; & = joins results of further samples; [ ] = dose if it differs, or a comment. Rule for the calls: active = growth percent below 10; inactive = the rest.
# Each structure is followed by: UACC-257, EKVX, UACC-62, MALME-3M, HOP-62, A549/ATCC, HOP-92, M14
> CCOC(=O)c1nn(-c2ccc(Cl)cc2)c(=N/N=C(\C)c2c(O)c(OC)c3occc3c2OC)s1
  108, 97, 101, 110, 96, 105, 90, 104
> CC(=O)Nc1ccccc1N
  105, 107, 117, 106, 112, 109, 99, 106
> Cc1ccc(C2C=C(c3ccc(Cl)cc3)N=C3SC=CN32)c(Br)c1 (stereo not drawn)
  103, x, 83, 87, 97, 86, 81, 94
> CCOC(=O)n1cc(C2=C(c3ccc(OC)c(OC)c3)COC2=O)c2ccccc21
  91, 51, 33, 45, 26, 18, 5.3*, 55
> CCCCOC(=O)c1ccc(C(C)C)cc1
  77, 92, 103, 87, 85, 77, 88, 96
> COc1nc2nc(-c3cc4ccccc4[nH]c3=O)[nH]c2c(=O)n1C
  104, 100, 94, 139, 100, 104, 90, 104
> Cc1[nH]nc2ccc3nc(-c4ccc5[nH]ncc5c4)c4c(c3c12)CCCC4
  51, 20, 10, 7.9*, 18, 13, 2.4*, 19
> O=[N+]([O-])c1ccc2cn(C3OC(CO)C(O)C3O)nc2c1 (stereo not drawn)
  102, 103, 102, 108, 109, 100, 126, 102
> NS(=O)(=O)c1cccs1
  110, 98, 100, 109, 92, 101, 110, 97
> Cn1cnc2ncnn2c1=S
  98, 111, 112, 106, 110, 102, 93, 101
> Nc1nc(-c2cccc(F)c2)nn1-c1nc2ccccc2s1
  93, 98, 94, 98, 89, 81, 88, 90
> CC(=O)OCC(=O)[C@@]1(O)CC[C@H]2[C@@H]3CCC4=CC(=O)C=C[C@]4(C)[C@H]3C(=O)C[C@@]21C
  93, 102, 104, x, 106, 94, 122, 102
> C=CCn1c(SCC(=O)Nc2ccc(C(=O)/C=C/c3ccc(OC)cc3)cc2)nnc1-c1cc(-c2ccccc2)nc2ccccc12
  94, 92, 92, 90, 93, 97, 72, 93
> c1ccc(-c2nc(-c3c[nH]c4ncccc34)cs2)cc1
  121[100 µM], 44[100 µM], 93[100 µM], 105[100 µM], 107[100 µM], 105[100 µM], 93[100 µM], 99[100 µM]
> Nc1nc(NC(=O)Nc2ccc(Cl)cc2)nn1-c1ccc(S(N)(=O)=O)cc1
  97, 90, 96, 90, 96, 94, 81, 108
> Cc1ccc(-c2cc(C(=O)N3N=C(c4ccc(Cl)cc4)CC3c3cc(-c4ccccc4)nn3-c3ccccc3)c3ccccc3n2)cc1 (stereo not drawn)
  101, 98, 85, x, x, 88, 86, 87
> Clc1cccc(-c2c[nH]c3ncnc(N4CCOCC4)c23)c1
  114, 106, 101, 98, 84, 99, 109, 103
> COC(=O)c1nnn(-c2ccc(Cl)cc2Cl)c1C(=O)c1ccc(Cl)c(Cl)c1
  93, 78, 78, 84, 85, 95, 81, 94
> O=C(C[n+]1ccccc1)c1ccc2ccccc2c1O
  95, 99, 98, 96, 81, 90, 82, 95
> COc1ccc(Oc2nc(Nc3ccc(N4CCOCC4)nc3)ncc2NC(=O)c2cc(OC)cc(OC)c2)cc1
  90, 89, 69, 107, 83, 85, 83, 73
> COc1cc2nc3cc([N+](=O)[O-])ccc3c(Cl)c2cc1OC
  93, 83, 75, 94, 111, 96, x, 97
> CN[C@@H]1C(O)[C@@H](O[C@@H]2[C@@H](O)[C@H](O[C@H]3OC(CN)=CC[C@H]3N)[C@@H](N)C[C@H]2N)OC[C@]1(C)O (stereo partly drawn)
  111, 114, x, x, 106, 104, 111, 97
> O=C1NNC(=NCC(=O)n2ccc3ccccc32)Nc2ccccc21
  105, 91, 92, 109, 93, 93, 59, 100
> OC(c1ccccc1)c1ccccn1 (stereo not drawn)
  90, 99, 103, 113, 104, 77, 94, 96
> C=C1[C@@H](O)C[C@H]2C(C)(C)C[C@H](Cl)C[C@]2(C)[C@H]1C[C@H](O)[C@H]1CC(=O)NC1=O
  x, -25*, -72*, x, -38*, -14*, -13*, -75*
> Cc1ccc2c(n1)C(=O)C(Cl)=C(Nc1ccc(C(C)C)cc1)C2=O
  -70*, -0.7*, 86, -34*, 126, 68, 17, 26
> Cc1ccc(Nc2nc3c(s2)C2=CC[C@H]4[C@@H]5CC[C@H]([C@H](C)CCCC(C)C)[C@@]5(C)CC[C@@H]4[C@@]2(C)CC3)c(C)c1
  107, 93, 99, 110, 91, 102, 93, 102
> CC(C)OCC1CO1 (stereo not drawn)
  102, x, 99, 87, 102, 106, x, 102
> COC(=O)c1ccc2oc(NC(=O)c3ccc(N4CCN(C)CC4)c([N+](=O)[O-])c3)nc2c1
  56, 49, 44, 69, 42, 49, 80, 58
> Cc1nnc(/N=C2\NC(=O)/C(=C/c3ccc(Cl)cc3Cl)S2)s1
  96, 88, 94, 79, 95, 77, 95, 94
> COc1cc(C(=O)N/N=C/c2ccc(N(C)C)cc2)cc(OC)c1OC
  43, 76, 43, x, 49, 18, 47, 6.7*
> C=CCc1ccccc1OC
  106, x, 101, 113, 94, 95, x, 110
> CC1(C)OC(=O)C(=Cc2cccc(Cl)c2)C(=O)O1
  93, 101, 95, 109, 98, 84, 89, 101
> COc1cccc(-c2nn(-c3ccccc3)cc2-c2ccnc(N3CCN(C(=O)Nc4cccc(C(F)(F)F)c4)CC3)c2)c1
  87, 51, 85, 79, 94, 67, 76, 72
> CC1=N/C(=C\c2ccc(Cl)cc2)C(=O)N1CCc1ccc(S(N)(=O)=O)cc1
  109, 101, 97, 97, 96, 97, 92, 97
> O=C(NNc1nc2cc(F)cc(F)c2n2cccc12)c1ncccn1
  13, 11, 2.2*, 26, 20, 19, 61, -18*
> COC(c1ccc2ccccc2c1)C(C)C(F)F (stereo not drawn)
  91, 100, 93, 100, 87, 97, 107, 99
> O=C1Nc2c(Cl)cccc2C1=O
  x, x, 95, 96, 84, 108, 88, 100
> O=C(NNS(=O)(=O)c1ccc([N+](=O)[O-])cc1)c1ccccc1
  101, 114, 105, 104, 99, 93, x, 107
> Nc1cc2c(cc1Cl)C(=O)c1ccccc1C2=O
  90, 43, 73, 65, 27, 27, -1.7*, 85
> O=C1C(Cl)=C(NCCCCCCNC2=C(Cl)C(=O)c3ccccc3C2=O)C(=O)c2ccccc21
  75, 92, 83, 89, 112, 102, 86, 88
> O=C(O)c1ccccc1/C=N\Nc1ccc([N+](=O)[O-])cn1
  104, 117, 102, 99, 114, x, 82, 108
> COc1cccc(/C=N/C(=S)NC2(C)C3CCC(C3)C2(C)C)c1O (stereo not drawn)
  87, 102, 95, 90, 92, 75, 93, 65
> Fc1cccc(COc2nccnc2NC(=S)Nc2cccc(Cl)c2)c1
  108, 92, 79, 114, 86, 106, 96, 93
> COc1cc(-c2nc(SCC(C)C)nc(Nc3ccc([N+](=O)[O-])cc3[N+](=O)[O-])c2C#N)cc(OC)c1OC
  95, 106, 72, 104, 87, 89, 70, 108

# A run of entries of the results above, as a working copy:
# Each structure is followed by: UACC-257, EKVX, UACC-62, MALME-3M, HOP-62, A549/ATCC, HOP-92, M14
> COC(=O)c1ccc2oc(NC(=O)c3ccc(N4CCN(C)CC4)c([N+](=O)[O-])c3)nc2c1
  56, 49, 44, 69, 42, 49, 80, 58
> Cc1nnc(/N=C2\NC(=O)/C(=C/c3ccc(Cl)cc3Cl)S2)s1
  96, 88, 94, 79, 95, 77, 95, 94
> COc1cc(C(=O)N/N=C/c2ccc(N(C)C)cc2)cc(OC)c1OC
  43, 76, 43, x, 49, 18, 47, 6.7*
> C=CCc1ccccc1OC
  106, x, 101, 113, 94, 95, x, 110
> CC1(C)OC(=O)C(=Cc2cccc(Cl)c2)C(=O)O1
  93, 101, 95, 109, 98, 84, 89, 101
> COc1cccc(-c2nn(-c3ccccc3)cc2-c2ccnc(N3CCN(C(=O)Nc4cccc(C(F)(F)F)c4)CC3)c2)c1
  87, 51, 85, 79, 94, 67, 76, 72
> CC1=N/C(=C\c2ccc(Cl)cc2)C(=O)N1CCc1ccc(S(N)(=O)=O)cc1
  109, 101, 97, 97, 96, 97, 92, 97
> O=C(NNc1nc2cc(F)cc(F)c2n2cccc12)c1ncccn1
  13, 11, 2.2*, 26, 20, 19, 61, -18*
> COC(c1ccc2ccccc2c1)C(C)C(F)F (stereo not drawn)
  91, 100, 93, 100, 87, 97, 107, 99
> O=C1Nc2c(Cl)cccc2C1=O
  x, x, 95, 96, 84, 108, 88, 100
> O=C(NNS(=O)(=O)c1ccc([N+](=O)[O-])cc1)c1ccccc1
  101, 114, 105, 104, 99, 93, x, 107
> Nc1cc2c(cc1Cl)C(=O)c1ccccc1C2=O
  90, 43, 73, 65, 27, 27, -1.7*, 85
> O=C1C(Cl)=C(NCCCCCCNC2=C(Cl)C(=O)c3ccccc3C2=O)C(=O)c2ccccc21
  75, 92, 83, 89, 112, 102, 86, 88
> O=C(O)c1ccccc1/C=N\Nc1ccc([N+](=O)[O-])cn1
  104, 117, 102, 99, 114, x, 82, 108
> COc1cccc(/C=N/C(=S)NC2(C)C3CCC(C3)C2(C)C)c1O (stereo not drawn)
  87, 102, 95, 90, 92, 75, 93, 65
> Fc1cccc(COc2nccnc2NC(=S)Nc2cccc(Cl)c2)c1
  108, 92, 79, 114, 86, 106, 96, 93
> COc1cc(-c2nc(SCC(C)C)nc(Nc3ccc([N+](=O)[O-])cc3[N+](=O)[O-])c2C#N)cc(OC)c1OC
  95, 106, 72, 104, 87, 89, 70, 108

# Next part:
# Each structure is followed by: UACC-257, EKVX, UACC-62, MALME-3M, HOP-62, A549/ATCC, HOP-92, M14
> O=C1S/C(=C\C=C\c2ccc([N+](=O)[O-])cc2)C(=O)N1c1ccc(F)cc1
  96, 95, 91, 90, 97, 99, 31, 96
> O=C(N/N=C/C=C/c1ccc([N+](=O)[O-])o1)c1cc2ccccc2cc1O
  -56*, -16*, -64*, -68*, -34*, 4.0*, -48*, -100*
> Cc1ccc(C(=O)Cn2c(=O)c3nnc(C)n3c3ccccc32)cc1
  95, x, 100, 97, 105, 98, 84, 107
> COc1cc2cc(Oc3ccc(NC(=O)Nc4ccc(Cl)c(C(F)(F)F)c4)cc3)c(C)nc2cc1OCCN1CCCCC1
  -49*, 16, 73, -78*, 86, -54*, 37, -67*
> Cc1ccc(-c2ccccc2C(=O)O)cc1
  120, 99, 109, 129, 98, 125, x, 108
> Oc1ccccc1C=Nc1ccccc1N=Cc1ccccc1O
  92, 87, 84, 90, 89, 96, x, 99
> CCOC(=O)c1[nH]c(CN)c(C(=O)OCC)c1C
  x, 104, 80, x, 88, 138, 71, 66
> Cn1c(=O)c2c(nc(CNC(=O)c3ccccc3)n2C)n(C)c1=O
  101, 114, x, 130, 110, 90, 87, 113
> CCOC(=O)CC(=O)Nc1cc2ccc(OC)c(OC)c2cc1C(=O)OCC
  111, x, 100, 97, 107, 108, 92, 100
> COc1ccccc1-c1nc2cc(C(=O)Nc3ccccc3)ccc2n1C1CCCCC1
  105, 97, 98, 93, 97, 99, 116, 93
> CC(=O)OCC(OC(C)=O)C(OC(C)=O)C(OC(C)=O)C(OC(C)=O)C(/C=N/Nc1ccccc1)=N/Nc1ccccc1 (stereo not drawn)
  82, 60, x, 84, 67, 61, 80, 82
> COc1ccc(NC(=O)C2C/C(=C/N(C)C)C(=O)N2)cc1 (stereo not drawn)
  100, 102, 107, 105, 90, 92, 109, 103
> CCCCCCCC(CO)CCCCC (stereo not drawn)
  103, x, 115, x, 97, 104, 98, 96
> CN(C)c1ccc(/C=C2\Cc3cc4c(cc3C2=O)OCO4)cc1
  103, 91, 94, 91, 82, 100, x, 99
> CN(C)CCC(=O)c1ccc(O)cc1
  105, 107, x, 108, 107, 103, 98, 104

# Some of the entries above in a different format.
mol	UACC-257	EKVX	UACC-62	MALME-3M	HOP-62	A549/ATCC	HOP-92	M14
CCCCCCCC(CO)CCCCC (stereo not drawn)	103	x	115	x	97	104	98	96
CN(C)c1ccc(/C=C2\Cc3cc4c(cc3C2=O)OCO4)cc1	103	91	94	91	82	100	x	99

# Other structures.
# Each structure is followed by: UACC-257, EKVX, UACC-62, MALME-3M, HOP-62, A549/ATCC, HOP-92, M14
> CO[C@H]1NC(=O)N(S(=O)(=O)c2c(C)cc(C)cc2C)[C@@H]1OC
  101, 85, 93, 101, 94, 92, 89, 103
> CCCCNC(=O)N1CCc2nc(NC(=O)Cc3ccccc3)sc2C1
  82, 99, 93, 94, 89, 72, 85, 101
> COc1ccc(NCc2cn(-c3ccc(C(=O)O)cc3)nc2-c2ccc(C(=O)O)cc2)cc1
  104, 105, 108, 108, 103, 101, 110, 106
> O=C(O)c1ccc(S(=O)(=O)Nc2ccccc2)cc1
  x, 98, 97, 107, 94, 95, 98, 102
> CNc1c(NC)n(C)c(=O)n(C)c1=O
  x, 108, 109, 95, 97, 118, 106, 101
> COc1ccc2c(c1)oc1c(C)c3c(c(C)c12)C(=O)NC3=O
  93, 76, 85, 105, 100, 70, 75, 101
> O=C(Nc1cccc2c(OC(=O)C(Cl)Cl)c(N=Nc3ccc(S(=O)(=O)Nc4nccs4)cc3)cc(N=Nc3ccc(S(=O)(=O)Nc4nccs4)cc3)c12)C(Cl)Cl
  106&98, x, 106&98, 100&84, 90&87, 95&101, 65&89, 81&100
> CCN(CC)CC(C)OC(=O)Nc1ccccc1Cl (stereo not drawn)
  101, 108, 112, x, 106, 105, 99, 114
> O=C(Nc1nc(-c2ccccc2)cs1)c1ccccc1CN1C(=O)c2ccccc2C1=O
  95, 107, 88, 98, 95, 94, 88, 109
> Cc1ccc(C(=O)c2ccc3nc(-c4ccc(O)cc4)n(C)c3c2)cc1
  103, 103, 100, 110, 105, 110, 103, 100
> CCN1C(=O)N(CC)C2C1NN=C1SC(c3ccccc3)=CC(=O)N12 (stereo not drawn)
  64, 46, 19, 47, 31, 36, 44, 5.4*
> C(=N\Nc1nnc2n1N=C(c1ccccc1)CS2)/c1ccccc1
  105, 100, 94, 115, 123, 97, 112, 118
> Nc1ccc(Oc2ccccc2)c(Cl)c1
  95, x, 107, x, 87, 95, 83, 95
> O=c1nc(Nc2ccccc2O)sc2ccccc12
  96, 83, 68, 86, 80, 94, 79, 91

# Assay outcomes deposited in PubChem by NCI.
